# CHT inh: human CHT choline transport inhibition; Q9GZV3; CHT-expressing cells, membrane potential dye, choline response; stronger effect = lower value; B-score at 10 µM; actives 0.86% (n = 310,000); AID 488975;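 active means B-score over 3 SD under the library average, and starting fluorescence ratio not unusually high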;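 further: choline stimulus applied at its EC90 after an EC20 pre-addition; B-score computed on integrated fluorescence ratio after choline addition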
# Target sequence (Q9GZV3 whole entry, looked up): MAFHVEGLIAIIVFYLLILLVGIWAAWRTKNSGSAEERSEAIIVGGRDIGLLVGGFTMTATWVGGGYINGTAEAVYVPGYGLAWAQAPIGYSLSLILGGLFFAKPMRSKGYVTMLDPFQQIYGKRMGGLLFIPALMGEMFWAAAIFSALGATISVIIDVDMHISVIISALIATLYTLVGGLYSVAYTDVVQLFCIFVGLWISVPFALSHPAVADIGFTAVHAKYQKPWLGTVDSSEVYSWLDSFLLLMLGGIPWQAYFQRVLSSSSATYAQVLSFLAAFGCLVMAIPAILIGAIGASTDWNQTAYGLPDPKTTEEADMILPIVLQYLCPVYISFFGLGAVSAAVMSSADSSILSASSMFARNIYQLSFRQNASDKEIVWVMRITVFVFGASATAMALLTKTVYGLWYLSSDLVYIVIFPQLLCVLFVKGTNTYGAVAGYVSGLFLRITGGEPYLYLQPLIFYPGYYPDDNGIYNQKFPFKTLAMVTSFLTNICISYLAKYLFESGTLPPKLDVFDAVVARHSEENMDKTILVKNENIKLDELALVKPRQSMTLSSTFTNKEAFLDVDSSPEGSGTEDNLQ
# CHT PAM: allosteric activators of human choline transporter CHT; B-score at 10 µM; CHT-expressing cells, membrane potential dye, choline EC20; stronger effect = higher value; LV-AA mutant CHT in HEK293 cells; Q9GZV3; actives 0.49% (n = 310,000);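 active means initial fluorescence not abnormally high and integrated response B-score, plate-corrected, over 3 SD above library mean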
# Active calls of the source: *; i = inactive.
# Order of results: CHT inh | CHT PAM
- COc1cc2c(cc1OC)CN(c1ccc(C(F)(F)F)cn1)CC2
 : i | i
- O=C(C1CCN(S(=O)(=O)c2ccc(Br)cc2)CC1)N1CCOCC1
 : i | i
- COc1ccc(/C=N\NC(=O)c2ccc(-c3ccccc3)cc2)cc1COC(C)=O
 : i | i
- O=C(COc1ccc([N+](=O)[O-])cc1)NNC(=O)Nc1cccc(F)c1
 : i | i
- CC(NC(=O)c1ccccc1)c1nnc(SCc2nc3ccccc3c(=O)[nH]2)n1C (centres undefined)
 : i | i
- Cc1ccc(C(=O)NCCc2ccc(S(=O)(=O)N3CCCC3)cc2)cc1
 : i | i
- CS(=O)(=O)N(Cc1nc(-c2ccc(F)cc2)no1)c1ccccc1Cl
 : i | i
- COc1ccc(NC(=O)CN2C(=O)COc3ccccc32)cc1OC
 : i | i
- O=C(CSc1nc2cc([N+](=O)[O-])ccc2n1-c1ccc(F)cc1)NC1CCS(=O)(=O)C1 (centres undefined)
 : i | i
- O=C(NCCc1c[nH]c2ccccc12)C(=O)NCC1OCCCN1S(=O)(=O)c1ccc(F)cc1 (centres undefined)
 : i | i
- O=S(=O)(CC(c1ccccc1)N1CCCCC1)c1ccc(Cl)cc1 (centres undefined)
 : i | i
- CC1CCCCC12NC(=O)N(CC(=O)OCC(=O)c1ccc(OC(F)F)cc1OC(F)F)C2=O (centres undefined)
 : i | i
- N#CCCCSc1nnc(CSc2nc3ccccc3s2)n1-c1ccccc1
 : i | i
- CCCCn1nnnc1SCC(=O)Nc1cccc(C)n1
 : i | i
- O=C(NC1(C(F)(F)F)NC(=O)N(Cc2cccnc2)C1=O)c1ccc(F)cc1 (centres undefined)
 : i | i
- O=C(O)c1cc(N/N=C/c2cccnc2)ccc1Cl
 : i | i
- Cc1nn(-c2ccccc2)c2c1C(c1ccc(F)cc1)C(C#N)=C(N)O2 (centres undefined)
 : i | i
- Cc1ccc(-c2cn3nc(-c4ccccc4)c(-c4ccccc4)nc3n2)cc1
 : i | i
- CN(C)S(=O)(=O)c1ccc(-n2cccc2)cc1
 : i | i
- CCOc1ccc(CNc2ccc3c(c2)nc(C)n3C)cc1
 : i | i
- CCOC(=O)c1[nH]c(C)c(C(=O)OC(C)C(=O)Nc2ncc(Cl)cc2Cl)c1C (centres undefined)
 : i | i
- COc1ccc(NC(=S)N2CCC(Cc3ccccc3)CC2)cc1OC
 : i | i
- CCn1c(Cc2cccs2)nnc1SCC(=O)c1ccc(C)cc1
 : i | i
- CCn1c2nc(SCCN3CCOCC3)nnc2c2cc(C)cc(C)c21
 : i | i
- CSc1sc(C)cc1C1C(C#N)=C(N)N(c2cccnc2)C2=C1C(=O)CC(C)(C)C2 (centres undefined)
 : i | i
- CCOC(=O)c1c(CN(C)C)n(-c2ccccc2)c2cc(Br)c(O)cc12
 : i | i
- COc1ccc(-n2nc([N+](=O)[O-])c(=NCc3ccco3)n2O)cc1
 : i | i
- O=S(=O)(NCCc1ccccc1)c1ccccc1
 : i | i
- Cn1cnc(S(=O)(=O)N2CCN(C(c3ccccc3)c3ccccc3)CC2)c1
 : i | i
- COCCCNC(=O)Cn1cc(C(=O)c2cccs2)c2ccccc21
 : i | i
- O=C(Nc1ccc(F)cc1)c1ccc2c(=O)n(CC3CCCO3)c(=S)[nH]c2c1 (centres undefined)
 : i | i
- Cc1nc2cc(NS(=O)(=O)c3c(C)c(C)cc(C)c3C)ccc2s1
 : i | i
- Cc1onc(-c2ccccc2)c1CNC(=O)Nc1cccc(Cl)c1
 : i | i
- CC1=C(C(=O)N(C)C)C(c2ccccc2OC(F)F)NC(=O)N1 (centres undefined)
 : i | i
- O=C(c1ccco1)N1CCN(c2ccc([N+](=O)[O-])c(N3CCOCC3)c2)CC1
 : i | i
- COc1ccc(COC(=O)N/C=C/c2ccco2)cc1
 : i | i
- CCc1cc(C(=O)OCC(=O)N2CCC(c3ccccc3)=N2)sc1C
 : i | i
- O=[N+]([O-])c1ccc(NCCCNS(=O)(=O)c2ccccc2)cc1
 : i | i
- O=C(c1ccc(F)cc1)N(NC(=O)C(O)(c1ccccc1)c1ccccc1)c1ccccc1
 : i | i
- CCOc1ccc(S(=O)(=O)N(C)c2ccc(OCC(=O)Nc3ccc4[nH]c(=O)[nH]c4c3)cc2)cc1
 : i | i
- Cc1ccc(S(=O)(=O)NC2(C(F)(F)F)C(=O)Nc3c2c(=O)[nH]c(=O)n3-c2ccccc2)cc1 (centres undefined)
 : i | i
- COc1ccc(Nc2nc3cc(C)ccc3cc2C#N)c(OC)c1
 : i | i
- CC(C)N1CCN(Cc2cc3ccccc3[nH]2)CC1CCO (centres undefined)
 : i | i
- CC(C)[C@H](NC(=O)OCc1ccccc1)C(=O)OCc1cc(=O)oc2cc(O)ccc12
 : i | i
- c1ccc2sc(Nc3nc4cc5c(cc4s3)OCO5)nc2c1
 : i | i
- COc1ccccc1/C=N/NC(=O)c1[nH]c(C)c(C(=O)N/N=C/c2ccccc2OC)c1C
 : i | i
- O=C(CCNC(=O)c1ccccc1Cl)Nc1ccc(Cl)c(C(F)(F)F)c1
 : i | i
- CC(C)CC(=O)Nc1nnn(C)n1
 : i | i
- COC(=O)C1CCN(c2cc(=O)n(-c3ccc(OC)cc3)c(=O)[nH]2)CC1
 : i | i
- NC(=O)c1nsc(C(=O)N(CC(=O)NC2CCCCC2)Cc2ccc(F)cc2)c1N
 : i | i
- COc1cc2ccccc2cc1C(=O)N/N=C/c1ccc2c(c1)OCO2
 : i | i
- CC(C)CCNC(=O)c1cccc(S(=O)(=O)N2CCc3ccccc32)c1
 : i | i
- Cc1cccc(NC(=O)c2cc3n(n2)C(C(F)(F)F)CC(C2CC2)N3)c1C (centres undefined)
 : i | i
- O=C(Cc1ccc(Cl)cc1)NNC(=S)NC(=O)c1cccnc1
 : i | i
- O=C(COc1ccc2ccc(=O)oc2c1)Nc1c(Cl)cccc1C(F)(F)F
 : i | i
- COc1cccc(N2CC(=O)N(NC(=O)CSc3nc(C)cc(C)c3C#N)CC2=O)c1
 : i | i
- COC(=O)c1c(NC(=O)Cc2cccs2)sc(C(=O)N2CCCCC2)c1C
 : i | i
- CN(C1CCS(=O)(=O)C1)S(=O)(=O)c1ccccc1 (centres undefined)
 : i | i
- CCOC(=O)c1ccc(Nc2cc3ccccc3c(=O)[nH]2)cc1
 : i | i
- COc1ccc(NS(=O)(=O)c2cc(NC(=O)c3cnccn3)ccc2OC)cc1Br
 : i | i

# Carrying on:
# Order of results: CHT inh | CHT PAM
- COC(=O)c1ccc(N)c(CS(=O)(=O)c2ccc(Cl)cc2)c1
 : i | i
- Nc1c([N+](=O)[O-])cc(-c2cnc[nH]2)cc1[N+](=O)[O-]
 : i | i
- CCN(CC)c1ccc(NC(=O)CN2CCN(c3nc(C)cc(C)n3)CC2)cc1
 : i | i
- CC(=O)OC1C2CCC1C([N+]1(C)CCCCC1)CC2 (centres undefined)
 : i | i
- O=C(O)[C@@H]1CCCN1S(=O)(=O)c1cccc(S(=O)(=O)N2CCC[C@H]2C(=O)O)c1
 : i | i
- CCCCC(=O)Nc1cccc(NC(=O)CC)c1
 : i | i
- CCc1cc2c(=O)c(-c3cscn3)coc2c(CN(C)C)c1O
 : i | i
- Cc1c(C)c2c(OCC(=O)N3CCC(C(=O)O)CC3)cc3c(c2oc1=O)CCC(C)(C)O3
 : i | i
- COCCNc1nc(N)c([N+](=O)[O-])c(N2CCCCCC2)n1
 : i | i
- CC(C)N(CCNC(=O)c1ccc(CS(=O)(=O)c2c(Cl)cccc2Cl)o1)Cc1ccccc1
 : i | i
- Cc1ccc(NC(=O)Cn2nc(C(F)(F)F)c3c2CCC3)cc1
 : i | i
- CCC1CCCCN1CCCNC(=O)CSc1nc2nc(C)c(Cc3ccc(C)cc3)c(C)n2n1 (centres undefined)
 : i | i
- COc1cccc(Nc2nc3ccc(C(=O)c4ccccc4)cc3n3cnnc23)c1
 : i | i
- CCc1cc(-c2[nH]ncc2-c2ccc([N+](=O)[O-])cc2)c(O)cc1OC
 : i | i
- CCOC(=O)/C(C#N)=N/Nc1ccccc1OC
 : i | i
- CC(C)C[C@H](NC(=O)c1nc[nH]c1C(=O)NC1CCNCC1)C(=O)OCc1ccccc1
 : i | i
- COc1ccc2c(c1)CCc1c(C(=O)Nc3c(C)n(C)n(-c4ccccc4)c3=O)noc1-2
 : i | i
- CCOC(=O)C(C)N1N=C(/C=C/c2ccc(C)cc2)CCC1=O (centres undefined)
 : i | i
- Cc1ccc(S(=O)(=O)Nc2ccc(C(=O)N3CCCC3)cc2)c(C)c1NS(C)(=O)=O
 : i | i
- COc1ccc(N2CCN(C(=O)Cc3ccc(C)cc3)CC2)cc1
 : i | i
- COc1ccc(NC(=O)N2CCCC(C(=O)NCCc3ccccc3)C2)cc1 (centres undefined)
 : i | i
- CC(C)(C)C(=O)N1CCN(c2ccc([N+](=O)[O-])c(NCc3cccnc3)c2)CC1
 : i | i
- Cc1ccc(C)c(CN2C(=O)C3CCCN3c3ccc(S(=O)(=O)N4CCOCC4)cc32)c1 (centres undefined)
 : i | i
- CCSc1nc2c(c(=O)[nH]c(=O)n2C)n1C
 : i | i
- Cc1onc(-c2ccccc2)c1C(=O)NCc1cccs1
 : i | i
- CN1CCC(=NNC(=O)CN(c2cccc([N+](=O)[O-])c2)S(=O)(=O)c2ccccc2)CC1
 : i | i
- CC(=O)C1=C(C)N(CC2CC2)C(=O)N[C@H]1c1ccccc1
 : i | i
- CS(=O)(=O)N(CC(=O)Nc1ccccc1C(=O)NCc1ccco1)c1ccccc1F
 : i | i
- Cc1ccc(Sc2ccc(/C=N/O)cc2[N+](=O)[O-])cc1
 : i | i
- CC1CCCCN1CC(=O)NC(=O)NCc1ccccc1 (centres undefined)
 : i | i

# Given tab-delimited: part of the list above.
mol	CHT inh	CHT PAM
O=C(NCCc1c[nH]c2ccccc12)C(=O)NCC1OCCCN1S(=O)(=O)c1ccc(F)cc1 (centres undefined)	i	i
O=S(=O)(CC(c1ccccc1)N1CCCCC1)c1ccc(Cl)cc1 (centres undefined)	i	i
CC1CCCCC12NC(=O)N(CC(=O)OCC(=O)c1ccc(OC(F)F)cc1OC(F)F)C2=O (centres undefined)	i	i
N#CCCCSc1nnc(CSc2nc3ccccc3s2)n1-c1ccccc1	i	i
CCCCn1nnnc1SCC(=O)Nc1cccc(C)n1	i	i
O=C(NC1(C(F)(F)F)NC(=O)N(Cc2cccnc2)C1=O)c1ccc(F)cc1 (centres undefined)	i	i

# Continuation.
# Order of results: CHT inh | CHT PAM
- COc1ccc(N(C(=O)c2cc3ccccc3oc2=O)C2C=CS(=O)(=O)C2)c(OC)c1 (centres undefined)
 : i | i
- CCC(=O)Nc1ccc(S(=O)(=O)Nc2ccc(Cl)nn2)cc1
 : i | i
- O=C(Nc1cccnc1)c1cccc(S(=O)(=O)N2CCCC2)c1
 : i | i
- COc1ccc(/C=C/C(=O)c2ccc(O)cc2)cc1CN1CCOCC1
 : i | i
- O=C(Nc1cccc(S(=O)(=O)N2CCCCCC2)c1)c1ccc2c(c1)OCO2
 : i | i
- CN1CCN(C(=O)/C(=C/c2ccccc2)c2ccccc2)CC1
 : i | i
- C/C(=N\O)C(=O)NCc1ccncc1
 : i | i
- C/C(=N\N=C(/N)c1nonc1N)c1ccc2c(c1)OCO2
 : i | i
- CCC1CCC(NC2CCCCNC2=O)CC1 (centres undefined)
 : i | i
- COc1ccc(-c2nc(CS(=O)CC(=O)N3CCN(C)CC3)c(C)o2)cc1 (centres undefined)
 : i | i
- COc1ccc(-c2nn(-c3ccccc3)cc2C(=O)NC2CCC(C)CC2)cc1 (centres undefined)
 : i | i
- COc1ccc(NC(=O)c2ccc(-n3cccn3)nc2)cc1
 : i | i
- Cc1cc(SCC(=O)NC(=O)c2cccn2C)nc2ccccc12
 : i | i
- O=C(O)C(CC1CCCCC1)N1CCS(=O)(=O)CC1 (centres undefined)
 : i | i
- O=C(CSc1ccccc1)Nc1cc(S(=O)(=O)N2CCOCC2)ccc1N1CCOCC1
 : i | i
- CN1CCN(c2ccc(S(=O)(=O)N3CCCCC3)cc2NC(=O)CSCc2ccccc2)CC1
 : -6.81* | i
- O=C(Nc1ccc(Cl)cn1)c1ccc(-c2ccc(Cl)c(Cl)c2)o1
 : i | i
- O=C(O)c1ccc2c(c1)N(Cc1cccc(F)c1)C(=O)CS2
 : i | i
- Cc1ccc(C(OCCN(C)C)c2cccc(C(F)(F)F)c2)cc1 (centres undefined)
 : i | i
- CCCc1nnc(SCC(=O)N2CCCCC2C)n1CC (centres undefined)
 : i | i
- Cc1cc2cc(CN(Cc3cccs3)Cc3nnnn3CC3CCCO3)c(=O)[nH]c2cc1C (centres undefined)
 : i | i
- COCCNC(=O)NC(=O)COC(=O)c1cccn1C
 : i | i
- COC(=O)C(C)(C(=O)OC)c1ccc(C(F)(F)F)cc1[N+](=O)[O-]
 : i | i
- CC1CCN(C(=O)COC(=O)c2ccc(F)c(S(=O)(=O)N3CCOCC3)c2)CC1
 : i | i
- Cc1ccc(N(C(=O)c2csnn2)C(C(=O)NC(C)(C)C)c2ccncc2)cc1 (centres undefined)
 : i | i
- O=c1c2cc(N3CCOCC3)ccc2[nH]c(=S)n1Cc1ccco1
 : i | i
- COc1ccc(S(=O)(=O)N(Cc2ccccc2)Cc2nc(-c3ccccc3)no2)cc1
 : i | i
- O=[N+]([O-])c1cccc(/C=N/NS(=O)(=O)c2ccccc2)c1
 : i | i
- COC(=O)c1cc(NS(=O)(=O)c2ccc3c(c2)c(=O)n(C)c(=O)n3C)cc(C(=O)OC)c1
 : i | i
- Cc1ncsc1C(=O)Nc1nc2c(s1)CC(C)CC2 (centres undefined)
 : i | i
- O=C(N/N=C/c1c[nH]c2ccccc12)c1sc2ccccc2c1Cl
 : i | i
- CSc1ccc(/C=N/NC(=O)CNc2cccc3ccccc23)cc1
 : i | i
- COc1ccc(CNS(=O)(=O)c2cc(-c3cc(C)no3)ccc2C)cc1OC
 : i | i

# Single records (already shown). Screens in order: CHT inh | CHT PAM
# COCCNC(=O)NC(=O)COC(=O)c1cccn1C across the screens: i | i
# CCC(=O)Nc1ccc(S(=O)(=O)Nc2ccc(Cl)nn2)cc1 across the screens: i | i
